KB-3-1 tox: kills parental KB-3-1 adenocarcinoma cells; KB-3-1 viability, CellTiter-Glo ATP luminescence, 72 h; Potency, µM (series often up to 46.1 µM), for inactives: at the top dose activity change, negative = cytotoxic, usual class: cytotoxic; 1.4% of 400,000 active; also: potency is read from the fitted curve at half-maximal effect; % is scaled to controls: 0 for no effect and ±100 for the full control effect; nearly all actives have a fitted effect of over 60% in size
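Here the drug-naive KB-3-1 line serves as comparator for MDR sub-line selectivity; cells received compound titrations, 72 h at 37 °C, then CellTiter-Glo readout.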
HEK293 tox: cytotoxicity counter-screen for GLP-1 receptor inverse agonists; HEK293 cAMP-luciferase reporter cells, luminescence, 24 h; Potency, µM (titrated, usually from 38.3 µM), inactives show at the highest dose activity change, negative = inhibition, most hits filed as inhibitors; 0.13% of 410,000 active; AID 624418;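 also: loss of luciferase light is scored as toxicity; potency is read from the fitted curve at half-maximal effect; % is scaled to controls: 0 for no effect and ±100 for the full control effect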
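To flag toxic compounds, the library was rerun on cells for 24 hr at 37 deg C and 5% CO2. Viability-linked luminescence was captured 12 min after adding luciferase detection reagent.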
IL-1B inflam inh: blocks inflammasome-driven IL-1 beta release; THP-1 LPS/ATP IL-1B secretion, AlphaLISA, 16 h; active compounds read low; activity change, % at 57.5 µM; 4.7% of 360,000 active; AID 743279; in the data active = activity change below about -50%; inconclusive = mostly about -30% to -49%; also: % is scaled to controls: 0 for no effect and ±100 for the full control effect
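THP-1 cells pretreated 1 hr with compounds (up to 57.5 uM final), then stimulated with LPS (250 ng/mL final) plus ATP (1.25 mM final); secreted IL-1B measured by AlphaLISA after 16 hr, decreased signal indicating inhibition.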
HT1080-NT tox: kills 2HG-producing HT-1080-NT fibrosarcoma cells | HT-1080-NT fibrosarcoma viability, CellTiter-Glo ATP luminescence, 48 h | Potency, µM (titrated, usually from 46.1 µM), without a hit: top-dose activity, negative = less viability, usual class: cytotoxic | 1.6% of 360,000 active | AID 686970;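 also: NT is the 2HG producing partner of a matched IDH1 knockdown line; potency is read from the fitted curve at half-maximal effect; 0% = DMSO-treated cells and -100% = media-only wells without cells; nearly all actives have a fitted effect of over 55% in size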
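Viability of the 2HG-overproducing fibrosarcoma line after 48 hours of compound exposure at 37 degrees C was determined by luminescence with CellTiter-Glo, and concentration-effect curves were then fitted and categorized.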
KB-V1 MDR tox: kills drug-selected multidrug resistant KB-V1 cells; Potency, µM (top dose mostly 46.1 µM), inactives show at the top dose activity change, negative = cytotoxicity, hits mostly cytotoxic; 3.4% of 400,000 active; AID 1347076; KB-V1 MDR cells viability, CellTiter-Glo, 72 h; also: potency is read from the fitted curve at half-maximal effect; % is scaled to controls: 0 for no effect and ±100 for the full control effect; nearly all actives have a fitted effect of over 60% in size
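Compound-treated KB-V1 multidrug-resistant cells, 72 h, 37 degrees C; viability by CellTiter-Glo. Fitted qHTS curves give the values.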
HT1080 IDH1KD tx: HT-1080 IDH1 knockdown cell toxicity (counter line) | HT-1080 IDH1 knockdown viability, ATP luminescence, 48 h | Potency, µM (doses to about 46.1 µM), for inactives: top-dose activity, negative = toxicity, most hits filed as cytotoxic | 2% of 360,000 active | AID 686971;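 also: potency is read from the fitted curve at half-maximal effect; 0% = DMSO wells and -100% = cell-free medium wells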
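Viability of IDH1-knockdown HT-1080 fibrosarcoma cells was assessed by CellTiter-Glo after 48 h at 37 °C with titrated compound; concentration-effect curves were classified by fit quality and response size.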
MCF10A rereplic: DNA re-replication induction in MCF 10a cells; MCF 10A DNA re-replication, Hoechst nuclear intensity, 48 h; Potency, µM (titrated, usually from 46.1 µM), for inactives: at the top dose activity, positive = re-replication, usual class: activators; 2.9% of 350,000 active; AID 624296; also: potency is read from the fitted curve at half-maximal effect; % of control where 0% means no effect; nearly all actives have a fitted effect of over 50% in size
D3 ag: D3 dopamine receptor (human) agonism. D3R DiscoveRx beta-arrestin cells, luminescence, 90 min. 0.58% of 410,000 active. AID 652048. max activation, %; in the data active = max activation above about 30%; also: 0% is about no effect; mostly tested at two doses, the higher about 12 µM
Target sequence (P35462 whole entry, looked up): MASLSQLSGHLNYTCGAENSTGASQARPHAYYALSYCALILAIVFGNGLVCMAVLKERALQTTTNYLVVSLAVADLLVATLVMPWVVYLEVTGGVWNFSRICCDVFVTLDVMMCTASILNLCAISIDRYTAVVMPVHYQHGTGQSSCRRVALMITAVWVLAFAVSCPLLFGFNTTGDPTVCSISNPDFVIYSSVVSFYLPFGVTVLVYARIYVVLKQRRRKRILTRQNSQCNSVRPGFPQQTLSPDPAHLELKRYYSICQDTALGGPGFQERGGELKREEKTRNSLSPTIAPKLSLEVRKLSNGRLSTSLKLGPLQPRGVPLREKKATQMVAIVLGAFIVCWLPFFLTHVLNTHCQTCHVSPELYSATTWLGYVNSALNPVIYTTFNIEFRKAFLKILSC
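Cells at 1500/well, incubated overnight, then treated with pinned compounds (dopamine as control) for 90 min at 37 degrees C. DiscoveRx reagent added for 30 - 60 minutes at room temperature; luminescence read.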
SW480 rereplic: DNA re-replication induction in SW480 cells | Potency, µM (top dose mostly 46.1 µM), for inactives: at the highest dose re-replication activation, hits mostly activators | SW480 DNA re-replication, Hoechst DNA content imaging, 48 h | 1.8% of 340,000 active | AID 624297; also: potency is read from the fitted curve at half-maximal effect; % of control where 0% means no effect; nearly all actives have a fitted effect of over 55% in size
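SW480 cells exposed to compounds for 48 hr at 37 C, 5% CO2, then Hoechst-stained 40 min. Nuclear DNA content imaged by fluorescence scanning (405 nm excitation, 500-530 nm emission); re-replication scored as increased high-intensity nuclei.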
An asterisk follows results filed as active; ? = inconclusive; nt = no result given; & = joins results of further samples; [ ] = dose if it differs, or a comment. Unless noted, calls follow the shape of the dose curve; as a rule, active = well fitted curve in the direction sought with a large enough effect; inconclusive = small, poorly fitted or top-dose-only effect, or another doubt; inactive = no such curve, though single readings can be large; an effect the other way counts as inactive or inconclusive.

SMILES	KB-3-1 tox	HEK293 tox	IL-1B inflam inh	HT1080-NT tox	KB-V1 MDR tox	HT1080 IDH1KD tx	MCF10A rereplic	D3 ag	SW480 rereplic
Cc1ccc(-c2cc(C(F)(F)F)n3nc(C(=O)Nc4ccc(C#N)cc4)cc3n2)cc1	5%	6%	nt	nt	1%	nt	nt	5	nt
NC(=O)C1CCN(C2=C(Cl)C(=O)c3ccccc3C2=O)CC1	?	-13%	-98*	?	?	21µM*	13µM*	-11	?
Cc1ccc(S(=O)(=O)CCC(=O)OCC(=O)NC(C)c2ccc(F)cc2)cc1 (stereo not drawn)	8%	-5%	0	5%	?	7%	10%	-2	-1%
COC(=O)C=CC(=NNc1ccccc1)c1ccccc1	-1%	-8%	0	-14%	9%	-20%	18µM*	10	?
CC(C)c1cccc(-c2ccc3c(c2)S(=O)(=O)c2cccc(C(=O)NCc4ccccc4)c2C3=O)c1	?	3%	18	0%	?	0%	?	2	-6%
COCCNC(=O)Cn1ncc2ccsc2c1=O	3%	1%	2	-4%	-6%	9%	6%	-4	3%
COc1ccc(NS(=O)(=O)c2ccc(S(=O)(=O)N(C)C)cc2)cc1S(N)(=O)=O	1%	6%	-3	3%	-8%	3%	0%	3	-23%
Cc1ccc(N/C=C/C(=O)c2ccccc2)cc1C	-10%	1%	0	7%	-22%	1%	24%	2	?
Cc1ccc(Cc2c(C3CCCCC3)nc3ccc(C)cn23)cc1	-2%	?	-52*	?	-28%	?	nt	4	nt
C/C(Cn1nc([N+](=O)[O-])cc1C)=N\NC(=O)COc1c(Cl)cc(Cl)cc1Cl	7%	?	2	1%	17%	1%	-5%	9	-6%
O=C(NCCc1cn2ccccc2n1)c1ccccc1F	9%	2%	-6	18%	2%	11%	1%	-6	2%[9.22 µM]
COc1ccc(-c2ccc(=O)n(CC(=O)Nc3cc(OC)ccc3OC)n2)cc1	-5%	2%	nt	nt	-5%	nt	nt	7	nt
CC(Oc1ccccc1Cl)C(=O)N1CCN(CCc2ccccn2)CC1 (stereo not drawn)	-14%	-13%	nt	nt	-18%	nt	nt	1	nt
COc1ccc(CNC(=O)C2CCN(S(=O)(=O)c3ccc4nc5c(c(C(=O)O)c4c3)CC(C)CC5)CC2)cc1 (stereo not drawn)	0%	2%&2%	11	11%	?	21%	2%	-14&7	-3%
Cc1ccc(NC(=O)CCN2CC(C)OC(C)C2)cc1 (stereo not drawn)	0%	2%	42	14%	0%	13%	-3%	-13	-5%
O=C(Cc1ccc(-n2cccc2)cc1)NCc1cccs1	1.6µM*	-34%	34	2.3µM*	1.2µM*	2.6µM*	?	-9	?
O=C(Nc1ccc(OC(=O)c2cccnc2)cc1)c1cccnc1	18%	1%	5	-4%	19%	-5%	8%	0	-1%
C/C(=N\N1CCN(C2c3ccccc3-c3ccccc32)CC1)c1ccco1	1%	-1%	-17	0%	?	-1%	9%	2	1%
COc1ccc(/C=N\NC(=O)CNC(=O)C(c2ccccc2)c2ccccc2)cc1[N+](=O)[O-]	-8%	-4%	-8	-7%	3%	-10%	19%	-4	0%
CCCn1c(C)cc(/C=C(\C#N)C(=O)OCC(=O)NC(=O)NCC)c1C	-2%	9%	-16	-4%	-28%	-1%	-1%	1	1%

Pulled one by one from above (three):
SMILES	KB-3-1 tox	HEK293 tox	IL-1B inflam inh	HT1080-NT tox	KB-V1 MDR tox	HT1080 IDH1KD tx	MCF10A rereplic	D3 ag	SW480 rereplic
CC(C)c1cccc(-c2ccc3c(c2)S(=O)(=O)c2cccc(C(=O)NCc4ccccc4)c2C3=O)c1	?	3%	18	0%	?	0%	?	2	-6%
COc1ccc(CNC(=O)C2CCN(S(=O)(=O)c3ccc4nc5c(c(C(=O)O)c4c3)CC(C)CC5)CC2)cc1 (stereo not drawn)	0%	2%&2%	11	11%	?	21%	2%	-14&7	-3%
COc1ccc(-c2ccc(=O)n(CC(=O)Nc3cc(OC)ccc3OC)n2)cc1	-5%	2%	nt	nt	-5%	nt	nt	7	nt

Later entries
SMILES	KB-3-1 tox	HEK293 tox	IL-1B inflam inh	HT1080-NT tox	KB-V1 MDR tox	HT1080 IDH1KD tx	MCF10A rereplic	D3 ag	SW480 rereplic
CCCCNC(=O)CCC(=O)Nc1ncc(-c2ccc(C)cc2)n1C	27%	-1%	-5	13%	7%	2%	10%	3	-5%
Cc1nc(NC(=S)NC(=O)COc2ccccc2Cl)ccc1Br	0%	-9%	9	11%	-3%	15%	-2%	8	2%
CCCCCCOc1ccc(C(CC(N)=O)C(=O)O)cc1 (stereo not drawn)	6%	0%	6	3%	14%	10%	-1%	2	-4%
COc1ccc(C(=O)NCC(C)(C)N2CCOCC2)cc1S(=O)(=O)N1CCCC1	nt	15%	0	-3%	nt	-7%	2%	-20	-4%
COc1ccc(CNC(=O)[C@H](C)NC(=O)C2CCN(S(=O)(=O)c3ccc(F)cc3)CC2)cc1	12%	-2%	30	2%	9%	1%	-1%	3	16%
CN(Cc1ccco1)Cc1ccc(O)c2ncccc12	0%	nt	nt	nt	0%	nt	11%	nt	?
CC(C)(C)C(=O)COC(=O)c1ccc(O)cc1	?	-4%	18	12%	10%	3%	3%	-3	-3%
CS(=O)(=O)N1CCN(c2ccc([N+](=O)[O-])c(NCCN3CCOCC3)c2)CC1	0%	?	22	6%	?	-1%	-10%	-7	-4%
CC(C)Oc1ccc(CCNC(=O)CC2C(=O)NCCN2C)cc1 (stereo not drawn)	14%	3%	28	-8%	15%	0%	13%	-8	5%
CCOC(=O)CSc1ncc(-c2ccc([N+](=O)[O-])cc2)[nH]1	-4%	5%	0	13%	-23%	6%	2%	1	1%
CNc1cncc(-c2ccc(OCCCN(C)C)nc2)n1	0%	2%	-6	12%	2%	1%	nt	6	nt
COc1ccc(C(=O)c2ccc(Cl)cc2)c2ccccc12	?	-10%	-11	-24%	?	-28%	9.2µM*	-16	?
CCOc1ccc(CNCc2c(C(=O)O)c(C)n(Cc3cccc(OC)c3)c2C)cc1OC	4%	-13%	nt	nt	0%	nt	nt	1	nt
Cc1nn(C)c(C)c1CNC(=O)c1cnn2c1NC(c1ccccc1)CC2C(F)(F)F (stereo not drawn)	12%	6%	-4	-4%	-2%	0%	1%	-2	0%
COc1ccc(-c2csc(N(CCCN(C)C)C(=O)c3ccc(C(C)(C)C)cc3)n2)cc1	?	?	-80*	?	?	16µM*	?	-7	?
Cc1cc(Nc2cccc([N+](=O)[O-])c2)n2c(nc3ccccc32)c1C#N	5.2µM*	-23%	-67*	?	3.3µM*	16µM*	6.3µM*	4	?
Nc1nc(-c2ccco2)nn1C(=O)c1ccccc1	6%	7%	8	0%	?	5%	-2%	2	1%
COc1ccc(S(=O)(=O)Nc2ccc(C)c(S(=O)(=O)N3CCOCC3)c2)cc1[N+](=O)[O-]	-2%	-9%	2	3%	26%	2%	0%	5	2%
C[C@@H]1CN([C@H](C)CO)S(=O)(=O)c2ccc(Br)cc2O[C@@H]1CN(C)C(=O)CN1CCOCC1	22%	3%	10	3%	0%	6%	nt	-2	nt
CC1C(=O)N(Cc2cn(CCC3OCCCO3)nn2)CCS(=O)(=O)N1Cc1ccc(-c2ccc(Cl)cc2)cc1 (stereo not drawn)	?	-24%	-7	?	?	?	nt	11	nt
N#Cc1cc([N+](=O)[O-])ccc1NCCCn1ccnc1	7%	?	24	-5%	8%	-3%	1%	1	0%
O=C(Cn1nc(C(=O)O)c2ccccc2c1=O)Nc1cccc(S(=O)(=O)N2CCCCC2)c1	-5%	16%	-9	-2%	?	-1%	24%	-2	-4%
O=c1ccn([C@@H]2O[C@H](CNS(=O)(=O)c3cc4ccccc4s3)[C@@H](O)[C@H]2O)c(=O)[nH]1	-9%	2%	0	-2%	0%	1%	-3%	25	-34%[inhibitor]
CCOc1ccc(N(CC(=O)Nc2cccc(Cl)c2)S(=O)(=O)c2c(C)noc2C)cc1	?	-15%	-17	?	?	?	?	-1	?
COc1ccc(-c2cc(C3CC3)nc(SCC(=O)c3cccs3)c2C#N)cc1	0%	38%[activator]	4	16%	-4%	12%	?	-5	?
CN(CC(=O)Nc1ccc(F)c(F)c1F)C(=O)C1(c2ccccc2)CC1	-5%	4%	18	3%	-27%	2%	nt	0	nt
Cc1ccc(NC(N)=S)cc1C	5%	12%	0	-3%	20%	-2%	2%	-5	0%
COc1ccc(Nc2ccc(S(=O)(=O)N3CCCCC3)cc2[N+](=O)[O-])cc1	-24%	9%	-27	?	?	-27%	17%	-8	0%
COc1ccccc1CNC(=O)C(Cc1ccccc1)NS(=O)(=O)c1ccc2c(c1)CCN2C(C)=O (stereo not drawn)	0%	-2%	nt	nt	-12%	nt	nt	1	nt
CN1CCN(C(=O)C2CCC(=O)N(Cc3cccc(C(F)(F)F)c3)C2)CC1 (stereo not drawn)	nt	-7%	-2	-2%	nt	-9%	0%	-2	-5%
CCOC(=O)C1C(=O)NC(SC)=C(C#N)C1c1ccccc1F (stereo not drawn)	-2%	1%	-2	8%	15µM*	1%	-2%	9	-6%
Clc1ccc(N2CCCCCC2)nn1	0%	-21%	11	13%	5%	14%	8%	1	-1%
COc1ccc(CCNC(=O)c2ccc(NC(=O)CC3SC(N4CCCC4)=NC3=O)cc2)cc1 (stereo not drawn)	-4%	7%	25	8%	4%	3%	6%	1	-1%
CCCCCC(=O)Nc1cccc(C2=NOC3(C2)C[C@@H](C(N)=O)N(C(=O)c2cc([N+](=O)[O-])cc([N+](=O)[O-])c2C)C3)c1 (stereo partly drawn)	0%	-6%	-9	-12%	15%	-16%	4%	3	-3%
COc1ccc(S(=O)(=O)NCCC(=O)OCc2cc(=O)oc3cc(C)ccc23)cc1[N+](=O)[O-]	-1%	5%	-4	-3%	2%	0%	6%	-5	-1%
Cc1nc(Nc2ccccc2O)c2oc3ccccc3c2n1	-7%	3%	0	4%	13%	0%	0%	-6	0%
Cc1nn(C)c2c1c(-c1ccccc1)cc(=O)n2Cc1ccc(Br)cc1F	6%	10%	nt	nt	5%	nt	nt	1	nt

Source: PubChem BioAssay
